Screens: PubChem BioAssay, several laboratories
NPR1 activator = GC-A (human) enzyme activation | P16066 | HEK293 GC-A cells, cGMP TR-FRET, EC30 ANP; 0% at EC30 ANP, 100% saturating ANP | activation, % at 10 µM | 370,000 tested, 0.14% active | AID 1671463; in the data active = activation above about 40%
HTRA1 inh = inhibitors of human serine peptidase HTRA1; recombinant HTRA1, FP-rhodamine activity-based probe, fluorescence polarization; 340,000 tested, 0.5% active; inhibition, % at 5.96 µM; AID 504803; Q92743; in the data active = inhibition above about 36%;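 note: 0% = enzyme with DMSO and 100% = wells lacking enzyme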
NR1D1 modulator = Rev-erb alpha (human) modulation. Rev-erbα–FITC-DNA binding, fluorescence polarization, 90 min. activity, % at 10 µM. 370,000 tested, 0.79% active;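 active = activity above about 14%, limit read from the data; passing the limit was not always enough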;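 note: 0% = DMSO wells with 35 nM protein and 100% = DMSO wells with 750 nM protein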
Target sequence (P20393 whole entry, looked up): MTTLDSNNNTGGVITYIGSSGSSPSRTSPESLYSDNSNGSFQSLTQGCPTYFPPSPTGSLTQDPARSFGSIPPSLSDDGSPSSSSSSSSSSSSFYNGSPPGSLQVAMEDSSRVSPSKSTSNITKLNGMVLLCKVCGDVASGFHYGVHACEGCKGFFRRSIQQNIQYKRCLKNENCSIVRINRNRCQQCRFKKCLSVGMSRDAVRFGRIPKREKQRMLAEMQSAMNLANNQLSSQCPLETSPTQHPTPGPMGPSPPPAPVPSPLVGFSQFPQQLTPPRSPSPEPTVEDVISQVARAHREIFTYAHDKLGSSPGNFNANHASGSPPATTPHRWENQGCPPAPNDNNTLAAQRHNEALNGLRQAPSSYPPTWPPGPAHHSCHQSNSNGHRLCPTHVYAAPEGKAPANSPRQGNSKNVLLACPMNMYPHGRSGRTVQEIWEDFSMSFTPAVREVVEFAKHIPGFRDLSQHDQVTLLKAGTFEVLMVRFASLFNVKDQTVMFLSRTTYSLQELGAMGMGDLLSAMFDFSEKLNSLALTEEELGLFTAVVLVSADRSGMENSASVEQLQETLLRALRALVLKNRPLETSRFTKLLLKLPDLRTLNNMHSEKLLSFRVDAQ
PG9 binder = small molecules binding HIV-1 gp120 antibody PG9. 360,000 tested, 0.43% active. inhibition, % at 6.7 µM. TR-FRET gp120-PG9 antibody binding. AID 624416; in the data active = inhibition above about 8.5%
ASAP1 inh = ASAP1 ArfGAP inhibition | 360,000 tested, 0.19% active | inhibition, % at 16.5 µM | ASAP1-stimulated ARF1 GTP hydrolysis, GDP FP detection | Q9ULH1; in the data active = inhibition above about 25%;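 note: 0% = vehicle with enzyme and substrate and 100% = no enzyme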
Target sequence (Q9ULH1 325-724 limits assumed): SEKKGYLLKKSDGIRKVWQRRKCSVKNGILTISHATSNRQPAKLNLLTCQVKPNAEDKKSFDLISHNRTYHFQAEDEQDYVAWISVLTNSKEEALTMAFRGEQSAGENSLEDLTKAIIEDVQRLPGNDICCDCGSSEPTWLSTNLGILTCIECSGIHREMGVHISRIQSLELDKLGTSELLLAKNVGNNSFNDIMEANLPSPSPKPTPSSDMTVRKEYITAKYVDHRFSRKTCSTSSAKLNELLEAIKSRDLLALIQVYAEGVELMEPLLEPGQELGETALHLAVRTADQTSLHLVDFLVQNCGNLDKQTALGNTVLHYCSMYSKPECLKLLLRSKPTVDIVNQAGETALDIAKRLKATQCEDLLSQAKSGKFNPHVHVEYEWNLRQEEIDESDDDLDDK
SMARCA2 activ = increases SMARCA2 function in MMTV reporter cells; MG213 cells, MMTV-luciferase reporter, dexamethasone, overnight; activation, % at 9.1 µM; 370,000 tested, 1% active; AID 652017; in the data active = activation above about 7.8%;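 note: 0% = vehicle wells and 100% = reference activator wells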
ARFGAP1 inhibitor = inhibits rat ARF GTPase activating protein 1; Arfgap1-stimulated ARF1 GTP hydrolysis, GDP FP detection; inhibition, % at 16.5 µM; 360,000 tested, 0.26% active; AID 651572;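 active = inhibition above a per-plate limit, mean inhibition of low control wells plus 3 SD, cut at about 25% in these data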;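 note: 0% = DMSO wells with enzyme and 100% = wells lacking Arfgap1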
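material = rat Arfgap1 catalytic domain, aa 1-136 | also added = human ARF1(Δ1-17)-GTP substrate | compound dosing = one concentration, 16.5 µM, DMSO 1.26% | times = GTP hydrolysis reaction 2 h at 25 °C | measured by = FP, GDP Alexa 633 tracer displaced from anti-GDP antibody, 620/688 nm | evaluation = percent inhibition of Arfgap1-stimulated GTP hydrolysis | replication = single well per compound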
GC-B act = GC-B (human) receptor activation; HEK293-GC-B cells, CNP EC30, cGMP TR-FRET; 0% at EC30 CNP, 100% saturating CNP; activation, % at 10 µM; 370,000 tested, 0.11% active; AID 1920062;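 active = activation at 10 µM reaching about 35% in either raw or pattern-adjusted values, limit read from the data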
ABHD4 inh = inhibits mouse alpha/beta hydrolase domain 4; 370,000 tested, 0.54% active; purified mABHD4, FP-Rh probe fluorescence polarization; Q8VD66; inhibition, % at 8.92 µM;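 active = inhibition exceeding the mean over every tested compound plus 3 SD, cut at about 30% in these data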;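 note: 0% = plate median of compound wells and 100% = S159A mutant with DMSO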
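Test system: mouse ABHD4 enzyme, wild type. Reagent: FP-Rh fluorescent activity-based probe, added after compound pre-incubation. Timing: pre-incubation 45 min, probe exposure 60 min, at 25 °C. Technique: FP readout, ex 525 nm / em 598 nm. Benchmarks: high control S159A mutant with DMSO, low control median of compound wells.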
rCAG binder = r(CAG) repeat RNA binding; TO-PRO-1 dye displacement fluorescence; inhibition, % at 3 µM; 370,000 tested, 1.3% active; AID 651821;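 active = inhibition above the plate cutoff, the mean of all test compounds on that plate plus 3 SD, cut at about 35% in these data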;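 note: 0% = DMSO alone and 100% = 100 µM mitoxantrone as full dye displacement; higher means more dye released from RNA so lower well fluorescence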
Active calls of the source: *; / = no result given; & = joins results of further samples.

Value order – NPR1 activator, HTRA1 inh, NR1D1 modulator, PG9 binder, ASAP1 inh, SMARCA2 activ, ARFGAP1 inhibitor, GC-B act, ABHD4 inh, rCAG binder
O=C(C/C=N/OCc1c(Cl)cccc1Cl)c1ccc(Cl)cc1
 : 0, -23, -2, 0.0, -8, 1, -4, 3, -2, 7
CN(C)c1ccc(CNC(=O)C2CCC(CNc3c(N4CCCCC4)c(=O)c3=O)CC2)cc1 (configuration not stated)
 : -2, 2, 4, -3.7, 9, -2, -6, 7, 0, -4
Cc1cc(NC(=O)COC(=O)C2CCN(S(=O)(=O)c3ccc(Cl)cc3)CC2)no1
 : 1, -3, -3, -0.7, 20, 7, -1, -6, -15, 5
COc1cc(OC)cc(C(=O)N[C@H](C(=O)NCc2ccccc2)C(C)C)c1
 : 1, 1, 0, -0.6, -9, -2, 5, 4, 0, -2
COCCOC1CCN(Cc2cn(Cc3ccccc3)nc2-c2cc3ccccc3o2)CC1
 : -3, -11, -5, -0.1, 5, -1, 1, -7, 0, -10
O=C(Nc1ncc2c(n1)CC(c1ccccc1)CC2=O)c1ccco1 (configuration not stated)
 : 0, 1, 0, -2.1, -1, 0, 3, -7, -1, -2
O=C(NCc1ccc(Cl)cc1)c1ccc(-c2ccc(F)c(F)c2)c2ccoc12
 : -3, /, 7, 1.3, 3, -4, 3, 8, -2, 6
Cc1ccc(C2=NOC(C)(c3nnc(-c4cccc(Cl)c4)o3)C2)cc1 (configuration not stated)
 : 1, -7, -2, -0.7, 5, 0, 0, 3, -5, -3
Cc1ccccc1C(NC(N)=O)c1ccccc1 (configuration not stated)
 : 1, 6, -4, /, /, /, /, 0, /, /
N#CCN1CCC/C1=C\[N+](=O)[O-]
 : -4, 0, 0, 1.5, -14, -3, 0, 3, -3, 0
C=CC1=C2C=C(C3CC3)N(C3CC3)C=C2C(=O)C(C)(OC(=O)c2ccco2)C1=O (configuration not stated)
 : 2, 13, -3, -3.4, 4, 2, 6, 2, 11, 6
CCc1ccc(N2CC(C(=O)N3CCN(c4ccc([N+](=O)[O-])cc4)CC3)CC2=O)cc1 (configuration not stated)
 : 4, 3, 0, -0.7, -1, -2, 12, 5, 5, 1
Cc1ccc(NC(=O)Cn2c(=O)n(Cc3ccco3)c(=O)c3ccccc32)c(C)c1
 : 5, -4, 0, 0.6, -12, -5, 9, 2, 7, 0
CC1CCN(C2=C(NS(=O)(=O)c3ccccc3)C(=O)c3ccccc3C2=O)CC1
 : -2, 25, 0, -4.5, -2, 7.8*, 0, -6, 20, 5
COc1ccc(C(C)(O)c2nc(-c3cnc4ccccc4c3)cs2)cc1 (configuration not stated)
 : -3, /, 8, 0.2, -4, -1, -3, -6, -11, 2
N#CCc1ccc(OCCCN2CCC(C(O)(c3ccccc3)c3ccccc3)CC2)cc1
 : -19&-17, /, 4&3, 0.4, 5, 1&0, -2, -15&-11, 4&-4, -2&0
O=C(CCc1nc2ccccc2c(=O)[nH]1)NNC(=O)c1ccc(F)cc1
 : 2, 4, -9, -2.5, 2, -3, -8, 0, 3, 3
Cc1ccc(C(=O)O)cc1-c1ccc(/C=C2\SC(=O)N(CC(=O)Nc3ccccc3)C2=O)o1
 : -5, -23, -2, -1.8, 4, -2, 10, -1, 12, 42*
COc1ccccc1CCNC(=O)C1CC(=O)N(c2ccccc2F)C1 (configuration not stated)
 : 3, -2, 2, -1.8, 3, 0, 1, 1, 6, 1
CN=C(Nc1cccnc1)c1ccccc1
 : 2, 6, 7, 0.9, -17, -1, 11, 0, 7, -1
COc1ccc(N2CCN(C(=O)c3ccc4c(c3)OCO4)CC2)cc1
 : 4, 3, -2, -0.7, 14, 0, 4, 3, 4, 0
COc1ccc(C(=O)NC(C)c2cc(OC)c(OC)cc2Br)cc1 (configuration not stated)
 : -1, -2, 2, 1.1, -3, -4, 1, -2, 0, -1
C=CCNC(=O)c1c(CS(=O)(=O)c2ccccc2)noc1C(=O)NCc1ccccc1
 : -4, -1, -3, -3.5, -8, -2, 4, -3, 1, -2
CCCNC(=O)Cn1c(=O)/c(=C\c2ccc(-c3cccc([N+](=O)[O-])c3)o2)s/c1=C\C(=O)C(C)(C)C
 : 5, -9, 1, -2.5, 6, -2, -11, -2, 12, 22
CCC(=O)NNC(=O)CCC(=O)Nc1ccc(C)cc1C
 : 2, 0, 8, -1.6, -2, 1, -2, 1, -1, -1
O=C(c1ccccc1)c1nc2ccccc2n(CCCn2c(=O)c(C(=O)c3ccccc3)nc3ccccc32)c1=O
 : -5, -19, -1, -1.6, 0, -2, 3, 1, 27, 8
N#Cc1cc(-c2ccc(Cl)cc2)cnc1Sc1ccccc1
 : 7, 2, 15, 3.2, 2, 1, 2, 4, 0, -2
CC(=O)Nc1ccc(-c2csc(NC(=O)CCCc3cccs3)n2)cc1
 : 2, -9, -5, 1.1, -1, -2, 1, 1, -4, 1
CCOP(=O)(c1ccc(N(C)C)cc1)C(O)c1ccc(C)cc1 (configuration not stated)
 : -6, 4, 4, -2.0, 7, 1, 11, 0, 6, 2
COc1cccc(Cn2c3ccc(NC(=O)CC(C)C(F)(F)F)cc3c(=O)n2C)c1 (configuration not stated)
 : 4, /, 5, 0.8, -5, -2, -5, 6, 10, -1
CCc1ccccc1NC(=O)c1onc(C)c1Cl
 : 3, 3, 2, -0.8, 3, -4, 3, 1, -1, 0
CCOC(=O)/C=C/C(=O)OCC(=O)Nc1ccc(Cl)cc1Cl
 : 1, -2, 1, 0.7, 7, -2, 0, 9, 1, -4
COCCCN=C(c1ccco1)n1c(=S)nc(-c2ccco2)n(CCCOC)c1=S
 : -6, 4, 1, 2.0, -2, 3, -10, 1, 7, 2
COc1ccc(C(NC(C)=O)c2nccc3cc(OC)c(OC)cc23)cc1OC (configuration not stated)
 : 0, -8, -4, 1.2, 6, -2, 7, -3, -12, -5
CCOCCCn1c(C)nc2c[n+](CC(=O)c3ccc4ccccc4c3)cc(Br)c21
 : 6, /, 3, -0.1, -3, 2, -4, -1, 0, 1
COc1ccc(N2CCN(CCC(N)=O)CC2)cc1
 : 2, -1, -2, -4.0, -9, 2, -2, -1, 5, -4
CC(C)NC(=O)C1(C)CSCC(=O)N1CCCn1ccnc1 (configuration not stated)
 : 3, /, -6, 1.1, -1, 0, 0, 1, 4, 0
CCCCn1c(N)c(N(CCOC)C(=O)c2ccc(-c3cccc(C(F)(F)F)c3)o2)c(=O)[nH]c1=O
 : -5, -3, 3, -2.3, 14, -3, 3, 2, -11, -5
O=C(NCc1ccccc1)Nc1cccn(Cc2c(F)cccc2Cl)c1=O
 : 1, 0, -5, -0.5, 1, 4, 7, 0, -7, -3
CCCCN(C)C(=O)CCC(=O)Nc1ccc2nc(N3CCOCC3)cc(C)c2c1
 : -1, 0, -4, 1.1, 4, 1, -9, -2, 0, -4
COc1ccc(-c2cc(CCC(=O)N3CCN(c4cc(C)ccc4C)CC3)[nH]n2)cc1
 : -12, -22, 5, -1.9, 13, -8, -10, -11, 1, 2
CC1(C(=O)NS(=O)(=O)c2cccc(Cl)c2)CCN1C(=O)Cc1cc(F)ccc1F (configuration not stated)
 : -4, /, 0, -1.4, 4, 3, 5, 2, -1, 7
CCN1CCN(C(=O)CN(C)S(=O)(=O)c2ccc(OC)cc2)CC1
 : 2, -1, 7, -0.8, -12, -4, 1, 2, -3, -2
O=C(O)c1ccc(-n2cc(-c3cc4ccccc4oc3=O)[nH]c2=S)cc1
 : 6, -5, 6, -2.1, -4, 1, -2, -3, -1, 7
CC(C)(C)c1ccc(C(=O)Nc2ccc(S(N)(=O)=O)cc2)cc1
 : 0, -8, 1, 0.6, 6, 1, 15, 1, -4, 6
Cc1ccc(CCNC(=O)c2nnc(CS(=O)(=O)c3ccccc3)o2)cc1
 : -1, -5, -1, -0.4, 6, -1, -9, -2, -1, 9
CC(C)n1nc(C(=O)NNC(=O)c2ccc(OC(F)F)cc2)c2ccccc2c1=O
 : -2, 7, -3, -1.0, 0, -1, -14, 3, 1, 2
Cc1ccc(C(=O)NCC(=O)OCc2cccc(Br)c2)cc1
 : -4, -15, -2, -1.2, 7, 1, 7, -3, -3, -4
CC(C)Cc1nc2oc3c(NCC4CCCO4)ncnc3c2c2c1CCC2 (configuration not stated)
 : 9, -5, 4, 0.8, -7, -1, 2, 11, -1, -3
O=C(NNS(=O)(=O)c1ccc(Cl)cc1)c1ccc(S(=O)(=O)N2CCCCC2)cc1
 : -2, 2, 2, -2.8, -13, -3, -4, 0, -4, 9

The list continues:
Value order – NPR1 activator, HTRA1 inh, NR1D1 modulator, PG9 binder, ASAP1 inh, SMARCA2 activ, ARFGAP1 inhibitor, GC-B act, ABHD4 inh, rCAG binder
O=C1CNC(=S)N1CCOc1ccccc1
 : 5, 3, 2, -1.4, -4, -1, -3, 3, -5, 3
O=[N+]([O-])c1cc(C(F)(F)F)cc([N+](=O)[O-])c1NCCNC(=S)Nc1cccc(F)c1
 : 11, -6, 6, 0.1, -4, -5, 5, 3, -1, 15
Cc1nn(Cc2ccccc2)c(C)c1C(=O)Nc1ccc(N2CCOCC2)cc1
 : -2, 8, 3, -0.9, -6, -1, 2, -6, -4, -6
CCN(CC)S(=O)(=O)c1ccc(Cc2ncc(C(F)(F)F)cc2Cl)s1
 : 5, -25, 2, -0.8, 0, 0, 2, 4, -5, -2
O=C(COc1ccc2ccc(=O)oc2c1)Nc1ccc2c(c1)OCCO2
 : 8, 6, -2, -0.2, 13, 0, -6, -1, 2, -2
O=C(c1ccccc1NS(=O)(=O)c1ccc(F)cc1F)N1CCCCC1
 : 0, 1, 0, 1.1, 2, -1, 6, -1, 2, 4
CCOc1ccc(S(=O)(=O)N2CCOCC2)cc1NC(=O)CN1C(=O)NC(C)(C2CC2)C1=O (configuration not stated)
 : 3, 4, -4, 0.4, 4, -6, 3, -4, 5, 2
Cc1ccccc1OCC(=O)NCC(=O)OCC(=O)c1ccc([N+](=O)[O-])cc1
 : 3, 4, 1, -3.5, 18, 2, -7, 1, 1, 1
CC(C)(C)c1ccc(NC(=O)NC2CCCc3ccccc32)cc1 (configuration not stated)
 : -4, -8, -1, -2.0, 0, 2, 3, -2, -9, 0
COCCNC(=O)C(c1ccccc1)N(CCOC)C(=O)Cn1nnc2ccccc21 (configuration not stated)
 : -2, -5, -2, 0.1, 5, 4, 2, 0, 2, 4
O=C(Nc1ccccn1)NC(C(F)(F)F)C(F)(F)F
 : -2, 1, 0, -0.8, -14, -3, 6, 4, 1, -5
C[C@H](CO)N1C[C@H](C)[C@@H](CN(C)C(=O)CN2CCOCC2)Oc2ncc(-c3cncnc3)cc2C1=O
 : 3, 2, 4, -0.1, -8, -3, 8, -4, -2, 0
COc1ccccc1OCCNC(=O)CN1C(=O)NC2(CCCC2)C1=O
 : 2, 7, -7, -1.9, 6, -3, -4, 2, -2, 3
Cc1ccc2oc(=O)n(CCOc3ccccc3)c2c1
 : 1, -5, 5, 0.0, 3, -1, 5, 6, -3, -1
CCOC(=O)CSc1nnc(-c2cccnc2)n1Cc1ccccc1
 : 0, 3, 2, 2.3, -6, -1, 5, 4, -14, 3
Cc1ccc(N2CC(C(=O)N3CCC(C(=O)Nc4ccc(Br)cc4)CC3)CC2=O)cc1 (configuration not stated)
 : 1, -15, 0, -3.3, 1, -2, 3, -2, -2, 2
c1ccc(-c2nn3c(Cn4nnc5ccccc54)nnc3s2)nc1
 : 5, 8, -11, -0.5, 3, -3, 10, 3, 5, 0
